KDM4E inh – JMJD2E (human) inhibition; 1.6% of 230,000 active; B2RXH2; JMJD2E catalytic domain, FDH-coupled NADH fluorescence (FDH is formaldehyde dehydrogenase); Potency, µM (doses to about 57.1 µM), for the others: top-dose activity change, negative = inhibition, hits mostly inhibitors; active = well fitted inhibition curve with a large enough effect, not every such curve was filed as active; inconclusive = small, poorly fitted or top-dose-only effect, or another doubt; inactive = no such curve, though single readings can be large or run the other way;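 also: 0% = wells with enzyme and -100% = buffer wells without enzyme; nearly all actives have a fitted effect of over 50% in size; many of its hits are not listed in these tables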
Lamin A splicing – modulators of lamin A splicing | HeLa LMNA splicing GFP/RFP minigene ratio, 48 h | Potency, µM (titrated, usually from 46.1 µM), without a hit: at the top dose ratio change, negative = inhibition, actives largely listed as inhibitors | 0.01% of 200,000 active | AID 1487; active = well fitted inhibition curve with a large enough effect in the signal ratio, with a control signal flat, not every such curve was filed as active; inconclusive = small, poorly fitted or top-dose-only effect, or effect the other way, or a change in a side signal; the % refers to the signal ratio; also: % is scaled to controls: 0 for no effect and ±100 for the full control effect
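Read-out is the ratio of GFP to DsRed2 object intensity, acquired by 488 nm laser-scanning cytometry on HeLa lamin A-EGFP minigene reporter cells. Compound incubation 48 hrs at 37 °C in Opti-MEM with 2% FBS; DMSO 0.5% final.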
Tau fibril ThT – blocks human tau fibril formation measured by thioflavin T; P10636; Potency, µM (doses to about 57.4 µM), for inactives: at the top dose activity, negative = inhibition, hits mostly inhibitors; 2.1% of 270,000 active; recombinant tau K18 P301L (four-repeat tau fragment), heparin-induced fibrillization, ThT fluorescence; also: % is scaled to controls: 0 for no effect and ±100 for the full control effect; nearly all actives have a fitted effect of over 55% in size
Target sequence (P10636 561-689 P618L limits assumed): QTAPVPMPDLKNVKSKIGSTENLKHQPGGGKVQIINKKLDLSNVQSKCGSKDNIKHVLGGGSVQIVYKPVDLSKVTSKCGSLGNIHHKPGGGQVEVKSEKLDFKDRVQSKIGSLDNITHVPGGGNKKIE
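K18 P301L tau (15 uM + 0.24 uM Alexa 594-tagged), heparin 20 uM, NaOAc pH 7, 6 h 37 C; ThT 30 uM, 1 h RT, ex 450/em 510 nm.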
L3MBTL1 inh – inhibitors of human L3MBTL1. AID 485360. Potency, µM (titrated, usually from 57.1 µM), without a hit: top-dose activity, negative = inhibition, usual class: inhibitors. 0.66% of 230,000 active. AlphaScreen L3MBTL1–H3K9me1 peptide binding; also: % is scaled to controls: 0 for no effect and ±100 for the full control effect; nearly all actives have a fitted effect of over 60% in size
Target sequence (Q9Y468 whole entry, looked up): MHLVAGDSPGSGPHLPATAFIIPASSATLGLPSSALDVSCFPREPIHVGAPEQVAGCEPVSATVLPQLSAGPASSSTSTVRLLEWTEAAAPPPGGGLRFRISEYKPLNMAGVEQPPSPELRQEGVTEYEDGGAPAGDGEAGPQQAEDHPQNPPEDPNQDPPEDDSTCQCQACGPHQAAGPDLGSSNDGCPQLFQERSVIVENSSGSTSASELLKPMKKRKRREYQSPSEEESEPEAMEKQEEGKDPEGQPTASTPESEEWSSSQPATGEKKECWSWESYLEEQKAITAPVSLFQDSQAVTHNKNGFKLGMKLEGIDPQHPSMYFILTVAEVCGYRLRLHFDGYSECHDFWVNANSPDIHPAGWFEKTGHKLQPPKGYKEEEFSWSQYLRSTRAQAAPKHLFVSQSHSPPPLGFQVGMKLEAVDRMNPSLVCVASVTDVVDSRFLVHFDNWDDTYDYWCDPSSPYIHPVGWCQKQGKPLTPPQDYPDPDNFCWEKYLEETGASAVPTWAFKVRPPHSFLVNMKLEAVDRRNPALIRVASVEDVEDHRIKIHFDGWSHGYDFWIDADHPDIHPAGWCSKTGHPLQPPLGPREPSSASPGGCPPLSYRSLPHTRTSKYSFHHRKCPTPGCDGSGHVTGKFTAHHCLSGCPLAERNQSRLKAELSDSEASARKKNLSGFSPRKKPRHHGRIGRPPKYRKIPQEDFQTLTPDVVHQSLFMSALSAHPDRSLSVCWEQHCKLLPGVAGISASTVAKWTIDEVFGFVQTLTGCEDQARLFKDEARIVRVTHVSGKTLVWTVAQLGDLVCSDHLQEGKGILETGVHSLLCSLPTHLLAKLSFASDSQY
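L3MBTL1 50 nM + b-AHA-H3(1-15)K9me1 75 nM, 30 min RT; compound added, 30 min RT; streptavidin donor/Ni-chelate acceptor beads 10 ug/mL each final, 30 min RT dark; AlphaScreen read.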
KinaseGlo FLuc – Kinase-Glo luciferase inhibition (counter-screen) | Kinase-Glo luciferase, ATP luminescence, 8 min | Potency, µM (top dose mostly 38.3 µM), inactives show at the top dose activity change, negative = inhibition, actives largely listed as inhibitors | 0.28% of 200,000 active; also: % is scaled to controls: 0 for no effect and ±100 for the full control effect; nearly all actives have a fitted effect of over 60% in size
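Compound is pinned into ATP-containing buffer (10 uM ATP, imidazole pH 7.2, 7 mM MgCl2). Kinase-Glo luciferase reagent is then added. Light output is recorded following an 8-min room-temperature incubation.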
SMN2 splice up – increases expression of the SMN2 splice variant | 2.8% of 210,000 active | HEK293 SMN2-luciferase splicing reporter, luminescence, 30-36 h | Potency, µM (top dose mostly 46.1 µM), for inactives: top-dose activity change, positive = activation, hits mostly activators; also: % of control where 0% means no effect; nearly all actives have a fitted effect of over 55% in size
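qHTS luciferase splicing reporter: luminescence rises when SMN2 exon 7 is included in transfected HEK293 cells. Compound exposure lasted 30-36 h at 37C, with 4.5 mM final sodium butyrate as control, followed by a ONE-Glo read.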
RECQ1 inh – RECQ1 (human) helicase inhibition | RECQ1 DNA unwinding, red fluorescence kinetic read | Potency, µM (series often up to 57.3 µM), for inactives: at the highest dose activity, negative = inhibition, actives largely listed as inhibitors | 0.54% of 240,000 active;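 also: plate controls were vehicle for no effect and no enzyme for full effect; nearly all actives have a fitted effect of over 30% in size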
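RECQ1T1 50 nM; forked duplex (20 bp + 30-nt ss tails) 200 nM, ATP 2 mM final; pH 8.0, 2 mM MgCl2, 2.5 ug/ml poly(dI-dC); 15 min compound preincubation; discontinuous kinetic read over 2 h at RT.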
ALDH1A1 inh – ALDH1A1 (human) enzyme inhibition; P00352; Purified ALDH1A1, NADH fluorescence, propionaldehyde substrate; Potency, µM (titrated, usually from 75.3 µM), without a hit: at the highest dose activity, negative = inhibition, hits mostly inhibitors; 7.3% of 220,000 active; AID 1030; active = well fitted inhibition curve with a large enough effect, not every such curve was filed as active; inconclusive = small, poorly fitted or top-dose-only effect, or another doubt; inactive = no such curve, though single readings can be large or run the other way;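 also: plate controls were no enzyme wells and a reference inhibitor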
* hit, by the source's call; i = inactive; u = inconclusive; x = no result given; [ ] = dose if it differs, or a comment. Unless noted, calls follow the shape of the dose curve; as a rule, active = well fitted curve in the direction sought with a large enough effect; inconclusive = small, poorly fitted or top-dose-only effect, or another doubt; inactive = no such curve, though single readings can be large; an effect the other way counts as inactive or inconclusive. Potency is read from the fitted curve at half-maximal effect.

SMILES	KDM4E inh	Lamin A splicing	Tau fibril ThT	L3MBTL1 inh	KinaseGlo FLuc	SMN2 splice up	RECQ1 inh	ALDH1A1 inh
Cc1nc(SCC(=O)N2CCc3ccccc32)n[nH]1	-8%	4%	-5%	x	-2%	9%	i	3%
Cc1ccc(NC(=O)C(C)N=C2NS(=O)(=O)c3ccccc32)cc1 (stereo unspecified)	2%	3%[46 µM]	4%	5%	-1%	17%	i	9%
CSC1=N/C(=C\c2ccccc2F)C(=O)S1	-5%	-1%	-16%	5%	x	x	-5%	-15%
COc1nc(NCCN2CCOCC2)nc(Nc2ccc([N+](=O)[O-])cc2)n1	0%	4%	-21%	x	-2%	-26%	i	u
CC(=O)Nc1cn(-c2ccccc2)nc1-c1ccccc1	-9%	u	-3%	x	2%	-7%	i	2%
Cc1cc(C)c(OCCOCCN2CCNCC2)c(C)c1	3%	0%	-10%	x	0%	-13%	-14%	1%
CC1CCCCN1C(=O)CN1C(=O)CN(C)C(=O)c2ccccc21 (stereo unspecified)	-8%	-2%	-4%	-11%	14%	-8%	-3%	u
CC1=C(C(=O)Nc2ccc(Br)cc2)C(c2ccco2)NC(=O)N1 (stereo unspecified)	-5%	-9%	-10%	x	2%	3%	-7%	-1%
COc1ccc2c(CC(=O)NCCN3C(=O)S/C(=C\c4cccnc4)C3=O)coc2c1	-17%	-18%[46 µM]	u	-18%	0%	2%	-14%	22µM*
O=C(Cc1ccc(Br)cc1)Nc1cccc(Cl)c1	3%	x	1%	9%	-1%	-8%	-7%	8%
C=CCNC(=O)N1CCC(CO)(Cc2ccc(Cl)cc2)CC1	-21%	x	11%	4%	-5%	x	16%	6%
CSCCC(NS(=O)(=O)c1ccc2ccccc2c1)C(=O)O (stereo unspecified)	-6%	4%	-4%	x	1%	u	-13%	6%
CCC(C)(C)n1nnnc1C(C(C)C)N(CCN1CCOCC1)Cc1cc2cccc(C)c2[nH]c1=O (stereo unspecified)	-11%	-5%	-8%	x	0%	0%	-8%	u
COc1cc(C(=O)Nc2sc3c(c2C(=O)NCc2ccco2)CCCC3)cc(OC)c1OC	x	8%	-20%	x	-1%	-9%	-4%	u
Cc1nc(-c2noc(-c3ccccc3Cl)n2)c(C(F)(F)F)o1	-2%	x	-4%	10%	x	x	i	-10%
Nc1nc(-c2ccccn2)nc(N)c1Cc1ccc(Cl)cc1Cl	-3%	u	-6%	3.5µM*	3%	-73%[inhibitor]	-4%	6%
O=C(c1ccc(Br)o1)N1CCN(c2ccc3nnc(-c4ccc(F)cc4)n3n2)CC1	3%	-2%	-12%	8%	2%	-20%	i	-12%
O=C(Cc1ccccc1)Nn1c(O)c(/C=C2\C=Nc3ccccc32)sc1=S	-6%	u	2.5µM*	4%	1%	-12%	1%	4%
CC12CCC(C(=O)NCCCn3ccnc3)(OC1=O)C2(C)C (stereo unspecified)	0%	-1%	-6%	0%	-2%	-1%	-1%	7%
OC1(c2cccs2)CN(c2ccc(Br)cc2)C2=[N+]1CCCS2 (stereo unspecified)	8%	x	2%	4%	x	x	-3%	x
COc1ccc(CCNC(=O)c2cc3ccccn3n2)c(OC)c1OC	1%	0%	-12%	-2%	7%	-24%	-1%	22µM*
NC(N)=Nc1nc2ccc(Br)cc2c(=O)[nH]1	-13%	x	-3%	x	1%	-11%	i	11%
COc1ccc(C)cc1S(=O)(=O)N1CCC(C(=O)NCCC2=CCCCC2)CC1	-3%	-11%	-21%	x	-2%	3%	19%	u
COC(=O)C1CCN(S(C)(=O)=O)CC1	3%	-1%	12%	-8%	-5%	21%	3%	-9%
O=C(CCC1CCCCC1)NCc1cccs1	1%	-5%	-6%	x	-4%	-6%	-2%	-7%
Next entries.
SMILES	KDM4E inh	Lamin A splicing	Tau fibril ThT	L3MBTL1 inh	KinaseGlo FLuc	SMN2 splice up	RECQ1 inh	ALDH1A1 inh
CCC1=Nc2cc(C(=O)NCc3ccco3)ccc2Sc2ccc(Cl)cc21	u	u	u	-7%	3%	-28%	-9%	u
CCN(Cc1ccccc1)C(=O)COc1cc(=O)n(CC)c2ccccc12	-4%	-14%	-17%	x	0%	-28%	-14%	u
O=C(O)c1cc(/C=C/c2ccc(N3CCOCC3)cc2)nc2ccccc12	u	-5%[46 µM]	u	6%	11µM*	u	-2%	-15%
NC(=O)c1cc2ccc(O)cc2oc1=NCc1ccccc1	u	u	u	18%	0%	-23%	-4%	u
Cc1[nH]c2ccc(F)cc2c1CCN(Cc1ccncc1)C(=S)Nc1ccc(F)cc1	-4%	u	-11%	x	0%	-41%	0%	38%[activator]
CCCc1[nH]n(-c2ccc(F)cc2)c(=O)c1C=Nc1ccc(C)cc1	-6%	-11%	-9%	-2%	5%	0%	-6%	6%
Cc1ccc(OCC(O)CN2CCN(CC(O)COC(C)C)CC2)c(C(C)(C)C)c1 (stereo unspecified)	-1%	-3%	1%	x	1%	10%	i	3%
Cc1nc(C)n(CC(=O)c2ccc(Cl)cc2Cl)n1	1%	x	8%	1%	x	x	-16%	x
Cc1cccc(N2CCN(S(=O)(=O)c3ccc4[nH]c(=O)c(=O)[nH]c4c3)CC2C)c1 (stereo unspecified)	-4%	11%	-20%	x	-4%	-15%	u	7%
N/C(=N\OC(=O)c1cc(-c2ccccc2)nc2ccccc12)c1ccccn1	-34%	x	7%	44%[activator]	-4%	x	1%	u
O=C(COC(=O)c1ccc(O)cc1)NCc1ccc2c(c1)OCO2	-1%	12%[46 µM]	-4%	4%	0%	u	-6%	-4%
CNC(=O)/C(C#N)=c1\s/c(=C/C(=O)OC)c(=O)n1-c1ccccc1	12%	8%[0.0737 µM]	-14%	5%	2%	1%	-11%	-5%
CCOC(=O)c1sc(NC(=O)CN2C(=O)NC3(CC(C)CC(C)(C)C3)C2=O)c(C(=O)OCC)c1C (stereo unspecified)	-4%	-6%	1%	-10%	3%	15%	-1%	5%
CN1c2ccccc2C(O)=C(C(=O)Nc2ccccc2)S1(=O)=O	-4%	1%	-15%	3%	-4%	x	-4%	-4%
CCN(CC)S(=O)(=O)c1ccc(N2CCOCC2)c(NC(=O)CC23CC4CC(CC(Br)(C4)C2)C3)c1	-9%	1%	-3%	7%	-4%	-13%[1.84 µM]	-6%	-11%
Cc1ccc(SCCNC(=O)C(CO)(CO)CO)cc1	3%	20%	8%	-15%	2%	-11%	0%	u
CCOc1ccc2nc(N3CCCN(C(=O)Nc4ccccc4C)CC3)c(C#N)cc2c1	u	u	1%	23%[11.4 µM]	0%	-42%[inhibitor]	-10%	u
O=C(CSc1ncnc2c1oc1ccccc12)c1cccs1	1%	12%	-6%	1%	-2%	24%	-18%	10%
Cc1cccc(C)c1NCc1n[nH]c(=S)n1-c1ccccc1	2%	x	11%	u	6%	-6%	1%	9%
COc1ccccc1C(=O)NNC(=S)NC(=O)c1cc(OC)c(OC)c(OC)c1	u	-22%[46 µM]	u	9%	-1%	-32%[inhibitor]	-1%	4%
Cc1ccc(Nc2ncnc3c2oc2ccccc23)cc1	u	-9%	-16%	x	-2%	13µM*	i	u
COc1cc(OC)cc(C(=O)NCCSCc2ccco2)c1	2%	-4%	4%	-7%	-2%	13%	-10%	6%
O=C(COC(=O)CSc1nnc(-c2ccc(Cl)cc2)o1)NCc1ccc2c(c1)OCO2	-2%	0%	-9%	x	0%	12%	-3%	0%

In the list so far, seven have a Cl atom:
SMILES	KDM4E inh	Lamin A splicing	Tau fibril ThT	L3MBTL1 inh	KinaseGlo FLuc	SMN2 splice up	RECQ1 inh	ALDH1A1 inh
O=C(Cc1ccc(Br)cc1)Nc1cccc(Cl)c1	3%	x	1%	9%	-1%	-8%	-7%	8%
C=CCNC(=O)N1CCC(CO)(Cc2ccc(Cl)cc2)CC1	-21%	x	11%	4%	-5%	x	16%	6%
Cc1nc(-c2noc(-c3ccccc3Cl)n2)c(C(F)(F)F)o1	-2%	x	-4%	10%	x	x	i	-10%
Nc1nc(-c2ccccn2)nc(N)c1Cc1ccc(Cl)cc1Cl	-3%	u	-6%	3.5µM*	3%	-73%[inhibitor]	-4%	6%
CCC1=Nc2cc(C(=O)NCc3ccco3)ccc2Sc2ccc(Cl)cc21	u	u	u	-7%	3%	-28%	-9%	u
Cc1nc(C)n(CC(=O)c2ccc(Cl)cc2Cl)n1	1%	x	8%	1%	x	x	-16%	x
O=C(COC(=O)CSc1nnc(-c2ccc(Cl)cc2)o1)NCc1ccc2c(c1)OCO2	-2%	0%	-9%	x	0%	12%	-3%	0%

This is a subset; the hit share may differ from the screen's.
